Screening data (PubChem BioAssay)
ALOX12 inh: inhibitors of human 12S-lipoxygenase ALOX12. purified 12hLO, xylenol orange hydroperoxide absorbance. P18054. Potency, µM (top dose mostly 108 µM), for inactives: at the highest dose activity change, negative = inhibition, most hits filed as inhibitors. actives 1.1% (n = 580,000). AID 1671190; active means well fitted inhibition curve with a large enough effect; inconclusive means small, poorly fitted or top-dose-only effect, or another doubt; inactive means no such curve, though single readings can be large or run the other way
Target sequence (P18054 whole entry, looked up): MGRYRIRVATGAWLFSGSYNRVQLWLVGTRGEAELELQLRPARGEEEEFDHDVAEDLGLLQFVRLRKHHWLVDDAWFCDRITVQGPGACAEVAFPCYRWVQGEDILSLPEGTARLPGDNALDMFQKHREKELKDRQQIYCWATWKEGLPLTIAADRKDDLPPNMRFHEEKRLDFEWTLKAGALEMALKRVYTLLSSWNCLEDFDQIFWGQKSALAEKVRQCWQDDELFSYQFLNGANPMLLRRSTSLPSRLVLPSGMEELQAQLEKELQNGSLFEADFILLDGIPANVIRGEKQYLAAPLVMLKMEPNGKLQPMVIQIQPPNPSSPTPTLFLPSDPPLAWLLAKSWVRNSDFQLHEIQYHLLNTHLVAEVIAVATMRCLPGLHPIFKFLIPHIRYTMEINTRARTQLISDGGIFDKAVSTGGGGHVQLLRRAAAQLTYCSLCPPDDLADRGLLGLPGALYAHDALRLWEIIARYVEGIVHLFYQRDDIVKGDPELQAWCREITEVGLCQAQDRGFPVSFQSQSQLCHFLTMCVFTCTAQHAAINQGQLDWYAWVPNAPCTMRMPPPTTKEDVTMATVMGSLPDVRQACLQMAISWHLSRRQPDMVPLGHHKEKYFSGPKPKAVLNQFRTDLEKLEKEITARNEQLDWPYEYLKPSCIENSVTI
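Purified human 12hLO at 150 nM in 25 mM Hepes, 0.01% Triton X-100, pH 7.0, preincubated 15 min at room temperature with compound. Reaction started with 40 uM arachidonic acid, 30 min at room temperature. Hydroperoxide measured by Fe-xylenol orange, 573/405 nm absorbance ratio.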
Numbers without * were called inactive; ? = inconclusive; [ ] = another dose, or the depositor's remark. On the % scale 0 is the no-effect control and ±100 the full control effect; potency means the concentration at half of the fitted maximal effect.

SMILES	ALOX12 inh
O=C(N[C@@H]1C[C@H](Cn2cc(-c3cccnc3)nn2)[C@@H](O)[C@H]1O)c1ccccc1	105.7%[activator]
CC1CCN(c2ccc(CNC(=O)CN3CCCc4nc(C5CC5)ncc4C3=O)cc2)CC1	2.4%
COc1ccc2cc(C(C)C(=O)NC3CCCCC3)ccc2c1 (centres undefined)	?
O=C(Cn1c(NCc2ccccc2)nc2ccccc21)Nc1ccccc1	-3.0%
CNCc1ccccc1Cl	7.8%[12.5 µM]
N#Cc1cccnc1Sc1ccc(F)c(Cl)c1	?
O=C(Nc1cccc2ccccc12)C(C(=O)Nc1cccc2ccccc12)C12CC3CC(CC(C3)C1)C2	30.9%
O=Cc1cccn1-c1ccc(F)cc1	6.1%
Cc1ccc(C(=O)N2CCC(n3cc(-c4nc(-c5ccccc5)no4)nn3)CC2)c(C)c1	-28.5%
CN1CCN(C2CCN(Cc3ccccn3)C2=O)CC1 (centres undefined)	73.8%[activator]
COc1ccc(NC(=O)O[C@@H]2CO[C@H]3[C@@H]2OC[C@@H]3NC(=S)NC2CCCCC2)cc1	0.4%
COc1cc(OC)c(NC(=O)N2CCC(Oc3ncccc3C(=O)N(C)C)C2)cc1Cl (centres undefined)	23.9%
CC(=O)NC(C(=O)O)=C(Cl)Cl	?
Fc1ccc(C2Cn3nnc(-c4nc(-c5cccc(C(F)(F)F)c5)no4)c3CO2)cc1 (centres undefined)	12.3%
COc1cc(C(=O)Oc2ccccc2C#N)cc(Cl)c1OC(C)C	16.6%
O=C(c1cc(F)ccc1F)N1CCN(C(=O)c2nnn3c2COC(c2ccc(Cl)cc2)C3)CC1 (centres undefined)	?
COc1ccc(-c2nc(C3CC3)nc3c2CCN(C(=O)c2ccccc2F)CC3)cc1	-6.2%[6.33 µM]
Cc1ccc(-c2nnc(C3CN(C(=O)c4cc(C)cc(C)c4)CC34CCOCC4)o2)cc1 (centres undefined)	43.6%[activator]
CNC(=O)[C@@H]1CN(Cc2ccc(Br)o2)C[C@H]1c1nc(COC)no1	1.4%
COc1ccc(CN(C)CCn2cc(C(=O)N3CCSCC3)nn2)cc1C	19.1%
O=C(Nc1nc(-c2ccc(Br)s2)cs1)C1CCN(C(=O)C2CC2)CC1	?
O=C(N[C@@H]1CN(C(=O)NC2CCCCC2)CCC[C@H]1O)c1ccc(OCCN2CCOCC2)cc1	?
COc1ccc(S(=O)(=O)N2CCCN(C)c3ccccc32)cc1	?
COc1cc(/C=C/C(=O)OCC(=O)OC2CC(C)CCC2C(C)C)cc(OC)c1OC (centres undefined)	34.2%[activator]
Cc1ccoc1C(=O)NC1CC(=O)N(Cc2cccc3ccccc23)C1 (centres undefined)	32.0%[activator]
CCCCn1c(N)c(N(CC)C(=O)c2cc(CCC)c(C)s2)c(=O)[nH]c1=O	26.9%
CC(NS(=O)(=O)c1c(Cl)cc(Br)cc1Cl)C(=O)N1CCCCC1 (centres undefined)	7.9%
O=C(NCc1ccccc1)N1CCCC(Cc2noc(-c3ccncc3)n2)C1 (centres undefined)	12.7%
O=c1ncn(Cc2ccccc2)c2ccc(-c3cccnc3)nc12	37.5%[176 µM]
COCCN1CC(C(=O)N(C)Cc2cnn(-c3ccccc3C)c2)CCC1=O (centres undefined)	7.2%
Cc1cccc(-c2nc3cc(NC(=O)c4cccc([N+](=O)[O-])c4C)ccc3o2)c1	?
CC(C)(O)CCc1cccc(C(=O)NCCNc2cccnc2)c1	-1.0%
Nc1nccnc1C(=O)NCc1ccccc1	17.8%
CC(C)CCOc1ccc(C(=O)Nc2cccc3cccnc23)cc1	25.7%
Cc1ccccc1C(=O)Nc1ccccc1N1CCOCC1	-9.5%
CCN1c2cc(C(=O)Nc3ccc(Br)cc3)ccc2C(=O)N2CCCCCC21 (centres undefined)	-14.8%
O=C(CNc1cc(Cl)ccc1N1CCOCC1)Nc1ccc(F)cc1	-18.9%
CSc1ccc(Cl)c(C(=O)OCC(=O)OC2CC(C)CCC2C(C)C)c1 (centres undefined)	-1.4%
CC1=C[C@@H](CNS(C)(=O)=O)[C@H](C(C)C)C[C@H]1Cc1nnc(-c2ccncc2)o1	5.9%[176 µM]
COC(=O)C1=C(C)N=C2SC=C(CC(=O)NCC3CCCO3)N2C1c1cc(OC)ccc1OC (centres undefined)	12.2%
COc1ccccc1NC(=O)CSc1nnc(CN2CCCCC2)n1-c1ccc(Cl)cc1	-5.0%
Cc1ccccc1CN1CCC2(CC1)Cc1ccccc1CNC2=O	6.6%[6.33 µM]
CN(C)c1cccc(C(=O)Nc2ccc(-c3ccccc3)cc2)c1	-4.0%
Cc1ccc(Cn2c(C3CCN(C(=O)c4sccc4C)CC3)n[nH]c2=O)cc1	?
O=C(Cn1nc(-c2ccccc2)c2ccccc2c1=O)Nc1ccc(C(=O)N2CCCCC2)cc1	4.7%
CC(=O)Nc1ccc2c(C(C(=O)O)N3CCN(c4nc5c(cc4C#N)CCCC5)CC3)c[nH]c2c1 (centres undefined)	-1.7%
COc1cc(Cl)c(C)cc1NC(=O)CN1C(=O)NC2(CCC(C)CC2)C1=O (centres undefined)	18.8%
CC(C)c1nc2c(c(-c3ccc(O)cc3)n1)CN([S+](=O)([O-])c1cccc(C(F)(F)F)c1)CC2	-23.2%
COc1cc(OC)cc(C(=O)/C(=C/c2cccnc2)c2nc3ccccc3o2)c1	-7.0%
CCCN(CC1CCOC1)C(=O)Cc1cccc(Cl)c1 (centres undefined)	?
Cc1ccccc1CC(C)Nc1ccc(C#N)cn1 (centres undefined)	?
Cc1cc(C(=O)N2CCCC2c2nncn2CCN(C)C)n(C)n1 (centres undefined)	-1.6%
CCN(CC)C(=O)C1CCN(C(=O)Cn2ccc3ccc(Cl)cc32)CC1	?
CC(C)C(Nc1nc(-c2ccncc2)nc2c1cnn2C)c1nccn1C (centres undefined)	18.7%
C[C@@H]1CN([C@H](C)CO)C(=O)c2cc(NC(=O)Nc3ccccc3)ccc2O[C@@H](C)CCCCO[C@H]1CN(C)S(C)(=O)=O	?
Fc1ccc(-c2cc(CC3(NCc4ccco4)COC3)no2)cc1	?
CCCN(Cc1ccc(OCC)cc1)Cc1cc(=O)n2ccc(C)cc2n1	?
COc1ccc(-n2cnc3cc(C(=O)N4CCSCC4)ccc3c2=O)cc1Cl	-0.1%
CONC(=O)c1cccc(NC(=O)c2cccs2)c1	-56.6%
Cc1cc(C)nc(NC(c2cccs2)c2c(NC(=O)c3ccco3)sc(C)c2C)n1 (centres undefined)	?

Two of the compounds above, comma-delimited:
SMILES,ALOX12 inh
Cc1ccccc1CC(C)Nc1ccc(C#N)cn1 (centres undefined),?
Cc1cc(C(=O)N2CCCC2c2nncn2CCN(C)C)n(C)n1 (centres undefined),-1.6%

Returning to the listing with the 6 entries that preceded the break.
SMILES	ALOX12 inh
C[C@@H]1CN([C@H](C)CO)C(=O)c2cc(NC(=O)Nc3ccccc3)ccc2O[C@@H](C)CCCCO[C@H]1CN(C)S(C)(=O)=O	?
Fc1ccc(-c2cc(CC3(NCc4ccco4)COC3)no2)cc1	?
CCCN(Cc1ccc(OCC)cc1)Cc1cc(=O)n2ccc(C)cc2n1	?
COc1ccc(-n2cnc3cc(C(=O)N4CCSCC4)ccc3c2=O)cc1Cl	-0.1%
CONC(=O)c1cccc(NC(=O)c2cccs2)c1	-56.6%
Cc1cc(C)nc(NC(c2cccs2)c2c(NC(=O)c3ccco3)sc(C)c2C)n1 (centres undefined)	?
CCC(C)(C)C(=O)NCc1cc2c(nc1OC)CN(C1CCCC1)C2=O	-15.8%
COC(=O)C1=C(C)N(Cc2cccc(C(F)(F)F)c2)C(=NCc2ccc3c(c2)OCO3)NC1c1ccc(F)cc1 (centres undefined)	?
Cc1cccc(S(=O)(=O)N2[C@@H]3c4cccc(=O)n4C[C@H]2[C@H](CO)[C@H]3C(=O)N(C)C)c1	-7.2%
CC(C)[C@@H](C)/C=C/[C@@H](C)[C@H]1CC[C@@H]2[C@]1(C)CCC1[C@]23C=C[C@]2(C[C@@H](O)CC[C@]12C)N(c1ncc(C(F)(F)F)cc1Cl)O3 (some centres undefined)	-50.5%
Clc1ccc(COc2ccc(CNCC3CCNCC3)cc2)cc1	?
CCC(CO)NC(=O)Nc1sc(C)c(C)c1C#N (centres undefined)	?
Cc1ccc(CN(C)C(=O)c2cc(-c3cccnc3)nc3ccccc23)o1	?
CSc1ncccc1C(=O)N1C[C@@H](CN2CCCCC2)[C@@H](CO)C1	52.0%[activator]
CC(=O)Nc1ccc(S(=O)(=O)Nc2ccc(-c3nncn3C)cc2)cc1	8.5%
CCCn1nc(C(=O)OCC(=O)N2c3ccccc3CC2C)c2ccccc2c1=O (centres undefined)	?
COc1cccc(CNC(=O)N2CCN(Cc3ccc(Cl)s3)CC2)c1	12.5%
Cc1ccccc1[C@H]1[C@@H](C(=O)NC(CO)CO)C[C@@](C)(C(=O)O)N1C	-3.2%
CC1(C(=O)NCc2ccncc2)CN(Cc2ccccc2)Cc2ccc(N3CCOCC3)nc21 (centres undefined)	114.5%[activator]
CC1CCCC/C1=N\NC(=O)CCC(=O)Nc1ccc(Br)cc1 (centres undefined)	45.0%[activator]
CCCNC(=O)CSc1nc2ccsc2c(=O)n1CCC(C)C	?
Cc1ccc2c(c1)[C@]1(C(=O)N2)N2CCC[C@H]2[C@@H](C(=O)c2ccccc2Cl)[C@]12C(=O)Nc1ccccc12	8.0%
C[C@@H](NS(=O)(=O)c1ccc(Cl)cc1)c1onc(-c2cccnc2)c1C(=O)O	1.4%[176 µM]
CC(CCc1ccccc1)NCc1ccco1 (centres undefined)	?
O=C(NCCc1nc2ccccc2[nH]1)C1CCN(C(=O)N2CC3CC(C2)[C@H]2CCCC(=O)N2C3)CC1 (some centres undefined)	55.1%[activator]
Cc1ccc(C(=O)NCc2nnc3c(-c4nc(C5CC5)no4)cccn23)cc1F	45.6%[activator]
COc1ccc(-c2cc(N3CCCN(C(=O)Cc4ccccc4Br)CC3)n[nH]2)cc1	66.0%[activator]
O=C(OCc1ccc(Cl)cc1Cl)c1ccc(O)cc1	?
CC(C)(C(=O)O)c1cnc(N2CCC(O)(CO)CC2)nc1N1CCOCC1	3.8%
CCN1CCN(C(=O)C2CCc3ncc(-c4ccsc4)n3C2)CC1 (centres undefined)	27.2%
c1ccc(C2CNC2)nc1	79.5%[activator][365 µM]
N#Cc1cccc(COC(=O)c2c[nH]c3ccccc23)c1	?
CCC(CO)NS(=O)(=O)c1cc(Cl)ccc1Cl (centres undefined)	-6.5%
CCCCCn1c(N2CCN(c3ccccc3)CC2)nc2c1c(=O)[nH]c(=O)n2C	4.4%
COc1ccc(CC(=O)NC2CCCN(c3cc(-c4ccc(Cl)cc4)[nH]n3)C2)cc1OC (centres undefined)	5.4%
CCC(C)Cc1nccc(C2(c3ccccc3Cl)CCNCC2)n1 (centres undefined)	-9.6%
CCN1CCN(CCN2CC3(CCN(C(=O)[C@H](C)NC)CC3)OC2=O)CC1	?
Cc1ccccc1-n1nc(C)c(CCC(=O)NCC2CC2)c1Oc1cccc(F)c1	16.9%
COC(=O)C1=C(C)OC(N)=C(C#N)C1c1ccccc1C (centres undefined)	?
O=C(NCCN1CCN(C(=O)CCc2c[nH]c3ccccc23)CC1)c1ccco1	?
COc1cccc(N2CCN(c3nc(C(=O)NCc4ccncc4)cs3)CC2)c1	49.1%[activator]
Cc1ccc(-c2nnc3sc(-c4cccc(F)c4)nn3c2=O)cc1	?
COc1ccc(-c2nc3c(c(=O)[nH]2)CCNC3)cc1	?
O=C(O)COc1ccc(-c2nccc3c2C(=O)N(Cc2ccccc2)CC(COc2ccc(Cl)cc2)O3)cc1 (centres undefined)	4.5%
CCOc1ccc(NC(=O)NC(C)c2ccc(Cl)s2)cc1 (centres undefined)	?
C=CCN=C1NC(CCc2ccccc2)C(C(=O)OC)=C(C)N1Cc1cccc(C(F)(F)F)c1 (centres undefined)	?
COc1ccc2c(c1)/C(=N/OC(=O)c1cc(SC)ccc1Cl)CCC2	-3.9%
N#Cc1ccc(OCCOC(=O)c2ccc(COc3ccccc3)o2)cc1	7.0%
CCn1nc(C(=O)NCc2cccc(OC)c2)c2ccccc2c1=O	-61.0%
CCCCS(=O)(=O)NC1CCc2nn(CC3CC3)c(=O)n2CC1 (centres undefined)	5.6%
CN(Cc1ccc(OC(F)(F)F)cc1)C1CCOc2ccccc21 (centres undefined)	64.1%[activator][176 µM]
O=C(/C=C/Nc1ccc(Cl)c(C(F)(F)F)c1)c1ccccc1	?
COc1ccc(CN2C(=O)COC[C@H]2C(=O)Nc2ccc(C(C)C)cc2)c(OC)c1	?
CCNC(=O)N1CCCC1c1noc(CCC(=O)NC2CCCC2)n1 (centres undefined)	22.0%
COc1cccc(C(=O)NCC(=O)O)c1	-26.5%
Cc1cc(N2CCN(CC(C)(C)O)C[C@H]2C)ccc1N1CCN(CC(C)(C)O)[C@@H](C)C1	-16.3%
CCOc1cc(CN2CCCC2c2ccc(F)cc2)ccc1OCC(N)=O (centres undefined)	0.7%
COc1ccc(NC(=O)N[C@H]2[C@H](O)[C@@H](Sc3ccccc3)[C@@H]3OC[C@H]2O3)cc1	?
Cc1cccc(N2CCN(C(=O)c3noc4c3CCc3sccc3-4)CC2)c1C	-1.6%

7 entries from above, bar-delimited.
structure | ALOX12 inh
COc1ccc2c(c1)/C(=N/OC(=O)c1cc(SC)ccc1Cl)CCC2 | -3.9%
N#Cc1ccc(OCCOC(=O)c2ccc(COc3ccccc3)o2)cc1 | 7.0%
CCn1nc(C(=O)NCc2cccc(OC)c2)c2ccccc2c1=O | -61.0%
CCCCS(=O)(=O)NC1CCc2nn(CC3CC3)c(=O)n2CC1 (centres undefined) | 5.6%
CN(Cc1ccc(OC(F)(F)F)cc1)C1CCOc2ccccc21 (centres undefined) | 64.1%[activator][176 µM]
O=C(/C=C/Nc1ccc(Cl)c(C(F)(F)F)c1)c1ccccc1 | ?
COc1ccc(CN2C(=O)COC[C@H]2C(=O)Nc2ccc(C(C)C)cc2)c(OC)c1 | ?

This is a subset; the hit share may differ from the screen's.
